Screening results as filed in PubChem BioAssay.
G9a block: G9a (human) methyltransferase inhibition; Potency, µM (series often up to 102 µM), for inactives: top-dose activity, negative = inhibition, hits mostly inhibitors; Q96KQ7; actives 8.8% (n = 350,000); G9a H3K9 monomethylation, AlphaScreen, 2 h; AID 504332; further: on the % scale 0 is the no-effect control and ±100 the full control effect; nearly all actives have a fitted effect of over 75% in size
Target sequence (Q96KQ7 913-1193 limits assumed): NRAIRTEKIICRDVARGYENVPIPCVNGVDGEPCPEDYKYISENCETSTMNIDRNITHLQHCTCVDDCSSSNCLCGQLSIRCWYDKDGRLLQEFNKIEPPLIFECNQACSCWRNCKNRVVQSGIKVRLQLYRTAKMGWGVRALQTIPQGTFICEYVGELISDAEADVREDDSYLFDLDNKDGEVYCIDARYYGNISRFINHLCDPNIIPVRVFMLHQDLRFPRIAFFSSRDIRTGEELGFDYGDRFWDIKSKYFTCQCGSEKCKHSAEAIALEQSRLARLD
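Enzyme 20 nM + cpd, 15 min RT; add b-H3K9 pep 500 nM / SAM 20 uM; 2 h RT; anti-H3K9me1 Ab 0.5 ug/mL + SA donor / anti-rabbit acceptor beads 20 ug/mL each, 10 min; AlphaScreen read.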
Pol iota inh: inhibitors of human DNA polymerase iota. Q9UNA4. Pol iota fluorescent replication assay, 10 min. Potency, µM (highest dose often 115 µM), inactives show top-dose activity, negative = inhibition, usual class: inhibitors. actives 1% (n = 390,000). AID 588590
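Fluorescent replication assay read twice, at 0 min and 10 min after adding 50 nM (final) substrate. Enzyme (10 nM) and compounds were first incubated 15 min at room temperature; enzyme-free buffer wells were negative controls.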
GLS inhibitor: glutaminase GLS (human) inhibition | O94925 | GLS enzymatic activity, qHTS titration | Potency, µM (highest dose often 45.5 µM), without a hit: at the highest dose activity change, negative = inhibition, usual class: inhibitors | actives 0.21% (n = 410,000); further: on the % scale 0 is the no-effect control and ±100 the full control effect
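Glutamate formation by hKGA was monitored fluorometrically using coupled glutamate oxidase, HRP and Amplex Red. Substrate was added as 1 mM L-glutamine solution; incubation was 30 min at RT after an initial read.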
JMJD2A Tudor: JMJD2A Tudor domain (human) inhibition; O75164; Potency, µM (titrated, usually from 114 µM), inactives show top-dose activity change, negative = inhibition, actives largely listed as inhibitors; actives 4.4% (n = 390,000); AlphaScreen JMJD2A-Tudor / H3K4me3 peptide binding; further: on the % scale 0 is the no-effect control and ±100 the full control effect; nearly all actives have a fitted effect of over 50% in size
BAZ2B inh: BAZ2B (human) inhibition. actives 4.4% (n = 360,000). Potency, µM (series often up to 114 µM), for the others: at the top dose activity change, negative = inhibition, actives largely listed as inhibitors. AlphaScreen BAZ2B-H3K14Ac peptide displacement. Q9UIF8. AID 504333; further: on the % scale 0 is the no-effect control and ±100 the full control effect; nearly all actives have a fitted effect of over 60% in size
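AlphaScreen displacement of biotin-H3(5-23)K14Ac peptide (50 nM final) from BAZ2B (50 nM final) in PBS pH 7.4, 0.01% Tween-20; complex preformed 30 min RT, then compounds (top 110 uM) 30 min RT, beads 20 min dark.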
Tb PGK inh: T. brucei PGK inhibition; actives 0.043% (n = 380,000); Potency, µM (highest dose often 57.5 µM), for inactives: top-dose activity change, negative = inhibition, actives largely listed as inhibitors; P07378; PGK/GAPDH coupled, Kinase-Glo luminescence, 60 min; further: on the % scale 0 is the no-effect control and ±100 the full control effect; nearly all actives have a fitted effect of over 60% in size
Target sequence (P07378 whole entry, looked up): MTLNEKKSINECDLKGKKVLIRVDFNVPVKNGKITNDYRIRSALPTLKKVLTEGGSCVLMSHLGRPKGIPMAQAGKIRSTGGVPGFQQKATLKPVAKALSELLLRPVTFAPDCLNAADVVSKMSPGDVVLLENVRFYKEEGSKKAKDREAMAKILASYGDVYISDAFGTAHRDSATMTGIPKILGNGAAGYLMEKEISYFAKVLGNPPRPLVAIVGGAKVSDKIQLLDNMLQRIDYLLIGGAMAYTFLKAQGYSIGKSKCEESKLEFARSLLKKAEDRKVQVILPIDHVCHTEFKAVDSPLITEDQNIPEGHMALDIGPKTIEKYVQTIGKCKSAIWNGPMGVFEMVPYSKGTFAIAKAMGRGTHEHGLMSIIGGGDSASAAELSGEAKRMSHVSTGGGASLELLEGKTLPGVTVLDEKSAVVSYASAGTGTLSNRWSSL
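Recombinant glycosomal PGK reaction used 1,3-bisphosphoglycerate generated in-well by GAPDH (100nM final) in 100mM TEA pH 7.6, 5mM MgCl2, 0.01% Tween-20. After 60 minutes at room temperature, ATP was read by Kinase-Glo Plus luminescence end-point.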
BLM inh: inhibitors of human Bloom syndrome helicase BLM; recombinant BLM DNA unwinding, fluorescence dequenching; AID 2528; Potency, µM (doses to about 56.1 µM), for inactives: at the highest dose activity change, negative = inhibition, most hits filed as inhibitors; actives 0.2% (n = 350,000);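 further: plate controls were vehicle for no effect and no enzyme for full effect; nearly all actives have a fitted effect of over 35% in size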
Pin1 inh: blocks the human prolyl isomerase Pin1; Q13526; Pin1 FP peptide displacement, HiFluor488, 10 min; Potency, µM (highest dose often 115 µM), without a hit: top-dose activity, negative = inhibition, most hits filed as inhibitors; actives 0.009% (n = 390,000); active means well fitted inhibition curve with a large enough effect in the polarisation, with a control signal flat, not every such curve was filed as active; inconclusive means small, poorly fitted or top-dose-only effect, or effect the other way, or a change in a side signal; inactive means no such curve, though single readings can be large or run the other way; the % refers to the polarisation; further: on the % scale 0 is the no-effect control and ±100 the full control effect
Target sequence (Q13526 whole entry, looked up): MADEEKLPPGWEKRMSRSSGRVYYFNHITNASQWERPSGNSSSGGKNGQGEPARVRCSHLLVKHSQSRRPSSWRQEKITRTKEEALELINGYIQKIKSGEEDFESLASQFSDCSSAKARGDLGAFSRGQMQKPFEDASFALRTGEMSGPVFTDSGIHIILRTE
HP1b binding inh: inhibitors of HP1-beta chromodomain binding to methylated histone tails; actives 0.56% (n = 390,000); Potency, µM (top dose mostly 114 µM), for the others: at the highest dose activity change, negative = inhibition, most hits filed as inhibitors; AlphaScreen HP1-beta / biotin-H3K9me3 peptide binding; AID 540317; further: nearly all actives have a fitted effect of over 70% in size; inactives centre near 23
Target sequence (P83916 whole entry, looked up): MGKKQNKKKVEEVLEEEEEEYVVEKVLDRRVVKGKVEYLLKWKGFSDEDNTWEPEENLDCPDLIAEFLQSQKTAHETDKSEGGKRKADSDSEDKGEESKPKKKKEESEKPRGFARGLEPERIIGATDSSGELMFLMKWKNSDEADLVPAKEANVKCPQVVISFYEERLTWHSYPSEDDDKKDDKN
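Compound inhibition of the preformed complex between 50 nM HP1-beta and 50 nM biotinylated H3K9me3 peptide was read by AlphaScreen. Buffer was PBS pH 7.4 with 0.01% Tween-20. Incubations ran 30 min at room temperature, with 10 ug/mL donor/acceptor beads.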
Numbers without * were called inactive; i = inactive; u = inconclusive; x = not tested or not shown; & = joins results of further samples; [ ] = another dose, or the depositor's remark. Unless noted, the call rests on the fitted dose curve; in most records, active means well fitted curve in the direction sought with a large enough effect; inconclusive means small, poorly fitted or top-dose-only effect, or another doubt; inactive means no such curve, though single readings can be large; an effect the other way counts as inactive or inconclusive. Potency means the concentration at half of the fitted maximal effect. Only part of the results is shown. The share of hits here may be higher or lower than overall.

Results follow in this order: G9a block | Pol iota inh | GLS inhibitor | JMJD2A Tudor | BAZ2B inh | Tb PGK inh | BLM inh | Pin1 inh | HP1b binding inh
1. COc1ccc(Cc2nc3ccc(C(=O)NCCCN4CCN(C)CC4)cc3o2)cc1
 : 4%[59 µM] | 23% | 11% | -12% | 3% | i | -2% | -1% | 39%[activator][57 µM]
2. CN(C)C(CNC(=O)c1cccc(S(=O)(=O)NCc2ccccc2)c1)c1ccco1 (stereo not given)
 : -35% | 20% | 4% | -2% | -8% | 1% | x | -6% | 29%
3. CCOc1ccc(NC(=S)N2CCc3cc(OC)c(OC)cc3C2COc2ccc3c(C)cc(=O)oc3c2)cc1 (stereo not given)
 : 5% | 10% | 14% | -16% | -19% | 4% | -1% | 10% | 22%
4. c1ccc(-n2ncc3c(NCc4ccc5c(c4)OCO5)ncnc32)cc1
 : 10%[59 µM] | -2%[58.9 µM] | -2% | -2% | -4% | 5% | -11% | 3% | 16%
5. CCOc1ccc(NC(=O)CCN2CCN(c3ccccc3OC)CC2)cc1
 : 1% | -13% | 20% | -11% | 6% | -1% | -1% | -13% | -10%
6. COc1cc(CNC2CCCc3ccccc32)cc(OC)c1OC (stereo not given)
 : u | 160%[activator] | 1% | 10µM* | 71µM* | -8% | 1% | -6% | u
7. O=C(CSc1nc(=O)n(Cc2cccnc2)c2c1CCC2)Nc1ccc(F)cc1F
 : 12%[59 µM] | 31%[activator] | -8% | -1% | 4% | -6% | 0% | -3% | 35%
8. CC(NS(=O)(=O)/C=C/c1ccccc1)C(=O)NCCc1ccc(S(N)(=O)=O)cc1 (stereo not given)
 : 0% | -25% | -2% | -12% | u | 8% | 0% | -1% | 32%
9. Cc1nc2nc(C)c(CCC(=O)NC(C)c3ccc4c(c3)OCCO4)c(C)n2n1 (stereo not given)
 : u | -8% | 4% | -35% | -11% | -1% | 5% | -3% | 13%
10. Nc1cc(C(=O)O)ccc1N1CCCCC1
 : u | u | -12% | u | u | -6% | -5% | -19% | -21%
11. Nc1cc(N)nc(SCC(=O)NCC2CCCO2)n1 (stereo not given)
 : 4%[59 µM] | 16% | -9% | 9% | 13% | 0% | -5% | -2% | 34%
12. CCCC(OC(=O)CC1Sc2ccccc2NC1=O)C(=O)NCc1ccco1 (stereo not given)
 : -39%[12.7 µM] | u | -2% | -28% | u | -5% | 2% | 2% | 18%
13. N=c1c(-c2nc3ccccc3[nH]2)cc(C(=O)c2ccco2)nn1-c1ccccc1
 : 13% | 1% | 9% | -28% | u | -4% | -3% | 1% | 16%
14. Nc1ccc(N2CCN(c3cccc(Cl)c3)CC2)cc1
 : 4µM* | 27% | 53%[activator] | 45µM* | 35µM* | 0% | 3% | 4% | u
15. CC(C)N1CCN(Cc2cccn2-c2cccnc2)CC1CCO (stereo not given)
 : -2%[12.7 µM] | 3% | 24% | -20% | -7% | -1% | -1% | -5% | 4%
16. COc1ccccc1Nc1ncnc2c1nc1n2CCCC1
 : 2%[59 µM] | -7% | 7% | -1% | 9% | i | 1% | 2% | 48%[activator]
17. CC1=CCC2C(=O)N(c3nc4ccccc4n3C)C(=O)C2C1 (stereo not given)
 : -5%[59 µM] | u | -1% | 56µM* | u | -19% | 3% | -1% | 0%
18. CSc1ncccc1C(=O)OCC(=O)NC1CCS(=O)(=O)C1 (stereo not given)
 : -13% | 18% | 3% | -16% | 2% | -10% | 1% | 0% | 25%
19. Cc1ccc(C(NC(=O)CN2C(=O)NC3(CCCC3)C2=O)c2ccccc2)cc1 (stereo not given)
 : -16%[12.7 µM] | -1% | -2% | -19% | 17% | -3% | x | 3% | 14%
20. CCc1cc2cc(C)cc(C)c2nc1SCC(=O)NNC(=O)c1ccco1
 : 8%[59 µM] | 12% | 7% | -3% | 4% | 11% | -3% | 2% | 40%[activator]
21. CCN(Cc1ccncc1)C(=S)Nc1ccc(Cl)cc1
 : -26% | -14% | -1% | -3% | -11% | -2% | -2% | -7% | 36%[activator]
22. C/C(=N\OCc1ccc(C#N)cc1)c1ccc(S(=O)(=O)N(C)C)cc1
 : 7% | 13% | 2% | 10% | 2% | 2% | -11% | -10% | 31%[activator]
23. Cc1ccc(Cn2c(CNS(=O)(=O)c3cccc([N+](=O)[O-])c3)nc3cccnc32)cc1
 : 40%[59 µM] | 10% | -10% | -32% | -18% | -3% | -5% | 1% | 17%[57 µM]
24. Cc1nnc(SCc2cc(=O)[nH]c(Nc3nc(C)c4cc(C)c(C)cc4n3)n2)s1
 : x | -1% | 2% | u | -3% | -7% | 2% | -1% | 89%[activator]
25. COc1cccc(C(=O)N/N=c2\sc3ccccc3n2C)c1
 : -9%[59 µM] | 10% | -2% | -19% | -2% | -1% | -3% | -6% | 8%
26. COCCCNC(=O)CC1C[C@H](C(=O)N(C(C)C)C(C)C)[C@@]2(C)c3[nH]c4ccc(OC)cc4c3CCN2C1=O (stereo not given in full)
 : x | 2% | -2% | -18% | x | -3% | x | 3% | 28%
27. CN(C)/N=C/c1ccc(/C=N/NC(N)=S)o1
 : u | 70%[activator] | 27% | -21% | x | 10% | -4% | u | 17%
28. Cc1ccc2c(c1)N(CC(=O)NCC1CCCO1)C(=O)CO2 (stereo not given)
 : 12% | 16% | -6% | -6% | 6% | 8% | 0% | -1% | 17%
29. CCOC(=O)C(=NCCCN(C)C)NNc1ccc(Br)cc1
 : 7.1µM* | u | -21% | -11% | 4% | x | 3% | 4% | -3%
30. CC(=O)N1CCN(C(=O)c2ccc(Cl)c(S(=O)(=O)N3CC(C)OC(C)C3)c2)CC1 (stereo not given)
 : x | 66%[activator] | 2% | -11% | x | 2% | x | 3% | 9%

An excerpt from above in order of the BAZ2B inh value, ascending:
Results follow in this order: G9a block | Pol iota inh | GLS inhibitor | JMJD2A Tudor | BAZ2B inh | Tb PGK inh | BLM inh | Pin1 inh | HP1b binding inh
21. CCN(Cc1ccncc1)C(=S)Nc1ccc(Cl)cc1
 : -26% | -14% | -1% | -3% | -11% | -2% | -2% | -7% | 36%[activator]
25. COc1cccc(C(=O)N/N=c2\sc3ccccc3n2C)c1
 : -9%[59 µM] | 10% | -2% | -19% | -2% | -1% | -3% | -6% | 8%
22. C/C(=N\OCc1ccc(C#N)cc1)c1ccc(S(=O)(=O)N(C)C)cc1
 : 7% | 13% | 2% | 10% | 2% | 2% | -11% | -10% | 31%[activator]

Seven compounds drawn at random from those above:
Results follow in this order: G9a block | Pol iota inh | GLS inhibitor | JMJD2A Tudor | BAZ2B inh | Tb PGK inh | BLM inh | Pin1 inh | HP1b binding inh
25. COc1cccc(C(=O)N/N=c2\sc3ccccc3n2C)c1
 : -9%[59 µM] | 10% | -2% | -19% | -2% | -1% | -3% | -6% | 8%
29. CCOC(=O)C(=NCCCN(C)C)NNc1ccc(Br)cc1
 : 7.1µM* | u | -21% | -11% | 4% | x | 3% | 4% | -3%
22. C/C(=N\OCc1ccc(C#N)cc1)c1ccc(S(=O)(=O)N(C)C)cc1
 : 7% | 13% | 2% | 10% | 2% | 2% | -11% | -10% | 31%[activator]
21. CCN(Cc1ccncc1)C(=S)Nc1ccc(Cl)cc1
 : -26% | -14% | -1% | -3% | -11% | -2% | -2% | -7% | 36%[activator]
30. CC(=O)N1CCN(C(=O)c2ccc(Cl)c(S(=O)(=O)N3CC(C)OC(C)C3)c2)CC1 (stereo not given)
 : x | 66%[activator] | 2% | -11% | x | 2% | x | 3% | 9%
23. Cc1ccc(Cn2c(CNS(=O)(=O)c3cccc([N+](=O)[O-])c3)nc3cccnc32)cc1
 : 40%[59 µM] | 10% | -10% | -32% | -18% | -3% | -5% | 1% | 17%[57 µM]
24. Cc1nnc(SCc2cc(=O)[nH]c(Nc3nc(C)c4cc(C)c(C)cc4n3)n2)s1
 : x | -1% | 2% | u | -3% | -7% | 2% | -1% | 89%[activator]

Later entries.
Results follow in this order: G9a block | Pol iota inh | GLS inhibitor | JMJD2A Tudor | BAZ2B inh | Tb PGK inh | BLM inh | Pin1 inh | HP1b binding inh
31. O=C(NCC1CCCN(C(=O)CN2CCCCC2)C1)c1ccccc1Cl (stereo not given)
 : -3% | -29% | 2% | -13% | 1% | 6% | -4% | -2% | 26%
32. O=C(O)c1c2c(nc3ccc(S(=O)(=O)N4CCC(C(=O)NCc5ccc(Cl)cc5)CC4)cc13)CCCC2
 : -25%[59 µM] | u | 0%&-3% | -19%&-13% | u | -12% | -3%&-5% | 2%&-6% | 64%&30%[activator]
33. OCC[C@H]1C[C@H](O)[C@@H](O)[C@@]2(OCCCc3ccccc32)O1
 : 12%[12.7 µM] | 21% | 1% | -19% | 2% | -10% | x | -7% | 40%[activator]
34. CCOC(=O)C1(C)NC(c2ccccc2F)C2C(=O)N(c3cccc(C(C)=O)c3)C(=O)C21 (stereo not given)
 : 13% | 8% | u | 35µM* | 19% | 2% | 1% | 1% | u
35. O=C(Nc1ncccc1Cl)c1ccccc1F
 : -7%[59 µM] | -8% | -2% | 2% | 11% | -8% | 2% | -6% | 7%
36. Cc1nn(Cc2ccccc2)c(C)c1CNC(=O)[C@H](C)N=C1NS(=O)(=O)c2ccccc21
 : -5%[12.7 µM] | -12% | -7% | 1% | 8% | -5% | x | -4% | 32%
37. CCOc1ccccc1NC(=O)C1CCCN1S(=O)(=O)c1ccc2c(c1)C(C)(C)C(=O)N2C (stereo not given)
 : -4%[59 µM] | 17% | -6% | -19% | u | -2% | -5% | 2% | -5%
38. CCCC(C1=C(O)CC(C)(C)CC1=O)C1C(=O)CC(C)(C)CC1=O (stereo not given)
 : 28µM* | 9% | 24% | -2% | -3% | 6% | 0% | 0% | 55%
39. COC(=O)c1cc(Cl)cc(Cl)c1OS(=O)(=O)N(C)C
 : 36%[activator] | 43% | 3% | 4% | 11% | -6% | -5% | -4% | 44%
40. CCN(CC)S(=O)(=O)c1ccc(NN=C2CCN(C)CC2)c([N+](=O)[O-])c1
 : 35µM* | 67%[activator] | -6% | u | x | -4% | -1% | -3% | u
41. Cc1cc(C)c(S(=O)(=O)c2cccc(C)c2C)c(=O)[nH]1
 : 4%[2.33 µM] | 167%[activator] | -16% | -13% | 2% | -1% | 0% | 2% | 39%
